# Growth percent in the NCI-60 one-dose screen (48 h, 10 µM unless noted): 100 = growth as untreated, 0 = no growth, -100 = all killed.
# HOP-92 = HOP-92 NSCLC cells; 71,000 compounds, 6.3% hits
# SK-MEL-5 = SK-MEL-5 melanoma | 80,000 compounds, 6.4% hits | AID 1794755
# SK-MEL-28 = SK-MEL-28 melanoma | 81,000 compounds, 4.1% hits | AID 1794761
# EKVX = EKVX NSCLC; 71,000 compounds, 3% hits
# UACC-62 = UACC-62 melanoma; 81,000 compounds, 5.4% hits; AID 1794756
# UACC-257 = UACC-257 melanoma | 78,000 compounds, 4.4% hits | AID 1794764
# A549/ATCC = A549/ATCC NSCLC | AID 1794740 | 81,000 compounds, 3.7% hits
# M14 = M14 melanoma | 80,000 compounds, 6.2% hits | AID 1794745
# The depositor's hits bear a star; nt = not tested or not shown; & = joins results of further samples. Rule for the calls: active = growth percent below 10; inactive = the rest.
SMILES,HOP-92,SK-MEL-5,SK-MEL-28,EKVX,UACC-62,UACC-257,A549/ATCC,M14
CCn1c(Sc2nnc(Nc3ccc(C)cc3)s2)nc2c1c(=O)n(C)c(=O)n2C,59,93,94,95,84,111,93,92
CC(=O)Nc1ccc(-c2ccccc2)cc1[N+](=O)[O-],99,103,112,65,82,116,102,104
CC1(C)CC[C@]2(C(=O)O)CC[C@]3(C)C(=CC[C@@H]4[C@@]5(C)CC[C@H](O)[C@@](C)(C=O)[C@@H]5CC[C@]43C)[C@H]2C1,77,100,101,48,93,108,56,97
O=C1CSc2ccc3nsnc3c2N1,85,97,103,93,94,103,115,95
COC(=O)C1C2CC(C(Br)C2Br)C1C(=O)O (stereo not drawn),109,106,116&105,118&112,101&103,92&108,92&104,105&104
CN1CC(=O)N2[C@H](c3ccc4c(c3)OCO4)c3[nH]c4ccccc4c3C[C@@H]2C1=O,87,108,113,94,100,101,99,102
CCCCC(O)Cn1ncc(C(=O)OCC)c1NC(=O)Nc1cccc(C(F)(F)F)c1 (stereo not drawn),58,73,73,nt,58,73,42,61
COc1cc(OCc2cccc(-c3ccc(C(O)c4nccs4)cc3)c2C)cc(OC)c1CNCCNC(C)=O (stereo not drawn),82,92,95,97,90,99,96,100
Cc1cccc2c1nc(N)c1c3ccccc3cn21,nt,87,114,59,88,111,93,105
Cc1cc(O)c(C(C)(C)C)cc1N=O,nt,108,126,101,107,99,105,104
CC(C)c1ccc2c(c1)C(C)(C)CCC2(C)C,115,107,100,106,109,112,96,101
COc1ccc(-n2c(-c3csc(NC(C)=O)n3)n[nH]c2=S)cc1,102,100,107,45,100,101,98,106
CCCCc1nc(/C=C/C(=O)c2ccc(S(N)(=O)=O)cc2)c(Cl)[nH]1,nt,118,112,106,95,91,100,97
Cc1c(C(=O)C(SC(=S)N2CCN(C)CC2)SC(=S)N2CCN(C)CC2)nnn1-c1ccc(Cl)cc1,97,94,104,104,83,107,106,100
CC(=O)/C(C)=C\c1ccc(O)cc1,86,97,108,103,105,97,94,108
NC(Cc1ccc(O)cc1)C(=O)N/N=C/c1ccccc1O (stereo not drawn),57,103,106,nt,113,101,97,99
COc1ccc(OC)c(CCn2cncc2-c2c[nH]c3cc(Br)ccc23)c1,21,-76*,58,35,37,30,31,26
O=Cc1c(N2CCC[N+]3(CC2)CC[N+]2(CCCNCC2)CC3)nc(-c2ccccc2)nc1N1CCC[N+]2(CC1)CC[N+]1(CCCNCC1)CC2 (stereo not drawn),105,28,45,94,47,91,81,56
C#C[C@]1(O)CC[C@H]2[C@@H]3CC=C4c5sc(-c6c(Cl)cccc6Cl)nc5CC[C@]4(C)[C@H]3CC[C@@]21C,nt,98,101,100,88,101,89,97
S=C(Nc1ccccc1)c1ccccc1,92,94,106,nt,106,90,88,112
Fc1ccc(/C=N/NC(=S)Nc2ccc(C(F)(F)F)cc2)cc1,87,90,101,83,74,84,89,72
C=C(C)[C@@H]1CC[C@]2(CO)CC[C@]3(C)[C@H](CC[C@@H]4[C@@](C)(CCCO)[C@H](C(=C)C)CC[C@]43C)[C@@H]12,79,76,79,48,66,83,43,56
Nc1nnc(CCS(=O)(=O)c2ccc(Cl)cc2)s1,88,125,114,104,94,96,95,103
CC1(C)CCC(=NNC(N)=S)CC1,nt,111,115,90,103,102,106,113
O=C(COc1ccc(-c2nc3cc(Cl)c(Cl)cc3[nH]2)cc1)N=Nc1c(O)[nH]c2ccc(Cl)cc12,77,86,74,97,92,105,76,67

# The list goes on, overlapping the part above by 4 compounds.
SMILES,HOP-92,SK-MEL-5,SK-MEL-28,EKVX,UACC-62,UACC-257,A549/ATCC,M14
C=C(C)[C@@H]1CC[C@]2(CO)CC[C@]3(C)[C@H](CC[C@@H]4[C@@](C)(CCCO)[C@H](C(=C)C)CC[C@]43C)[C@@H]12,79,76,79,48,66,83,43,56
Nc1nnc(CCS(=O)(=O)c2ccc(Cl)cc2)s1,88,125,114,104,94,96,95,103
CC1(C)CCC(=NNC(N)=S)CC1,nt,111,115,90,103,102,106,113
O=C(COc1ccc(-c2nc3cc(Cl)c(Cl)cc3[nH]2)cc1)N=Nc1c(O)[nH]c2ccc(Cl)cc12,77,86,74,97,92,105,76,67
O=C(Nc1ccc(Oc2ccc(F)cc2)c(Cl)c1)c1ccncc1,80,33,98,40,60,76,87,93
O=C(N/N=C/c1cc2ccccc2n2nnnc12)Nc1cccc(Cl)c1,99,96,108,94,96,120,103,105
CC1=C(CCC(C)NCc2ccc(OCCCN3CCCCC3)cc2)C(C)(C)CCC1 (stereo not drawn),-83*,-95*,-83*,-39*,-77*,-76*,-64*,-81*
OC(c1ccccc1)(c1ccccc1)C(F)(F)Cl,nt,111,105,98,102,96,96,100
COc1ccc(/C=N\NC(=O)c2cnn(CC(O)c3ccccc3)c2N)cc1 (stereo not drawn),111,93,102,nt,83,93,91,99
O=C1c2ccccc2C(=O)c2c3c(cc(NCCNCCO)c21)N(CCO)CCN3,64,104,107,80,82,138,106,94
O=C(NCc1ccco1)Nc1ccc([N+](=O)[O-])cc1,nt,100,103,103,92,95,101,107
O=C(/C=C/c1cn(-c2ccccc2)nc1-c1ccccc1)NNC(=O)Nc1ccc(Br)cc1,128,97,103,98,83,110,103,100
Cc1ccc2nc(-c3ccc(N)c(S(=O)(=O)O)c3)sc2c1,nt,103,108,102,105,100,96,107
O=C(NC(CCO)C(=O)O)c1ccccc1 (stereo not drawn),100,100,107,94,92,115,111,93
CCCNC(=O)Oc1ccc(/C(=C(/C)Cc2ccc(OC)cc2)c2ccc(OCCN3CCCCC3)cc2)cc1,61,78,100,77,98,94,84,86
Clc1ccc2c(c1)N(C1CCCN(Cc3ccccc3)C1)c1ccccc1S2 (stereo not drawn),52,23,57,74,44,55,35,-27*
Cn1/c(=N/N=C(N)N)ccc2ccccc21,94,109,107,121,113,105,96,101
Cc1nnc2c3nnc(-c4ccccc4)n3c3ccccc3n12,105,97,101,nt,99,110,105,106
COc1cc(-c2nc(SCCC(C)C)nc(N3CCCCC3)c2C#N)cc(OC)c1OC,101,89,109,105,77,96,96,nt
O=C(CC(c1ccccc1)(c1ccccc1)c1ccccc1)c1ccccc1,59,78,109,62,65,83,70,89
Cc1ccc2nc(COc3ccc(C(=O)N/N=C/c4ccc(Cl)cc4)cc3)[nH]c2c1,122,97,106,106,101,116,107,90
CCOc1ccc(C(=O)OCCCl)cc1,97,nt,112,110,97,108,106,106
COc1ccc(C2=NN(C(C)=O)C(c3ccc4c(c3)OCO4)C2)cc1 (stereo not drawn),79,86,119,31,81,109,87,123
CCCCOC(=O)CCCCC(=O)OC(C)C(=O)OCCCC (stereo not drawn),119,100,115,nt,109,102,102,107
O=[N+]([O-])c1ccc(S(=O)(=O)/N=C2\CCCCO2)cc1,nt,103,105,94,106,103,100,65
O=C(Nc1nncs1)c1cccs1,88,102,103,90,89,105,109,97
Clc1cnc(OC2CCC2)nc1-n1cnc2ccccc21,81,81,126,53,80,110,90,105
COc1cc2ncnc(Nc3ccc(C(=O)/C=C/c4ccc(F)cc4)cc3)c2cc1OC,100,103,111,104,110,117,104,103
FC(F)(F)c1nc2ccccc2n1Cc1nnc(SCc2cn(-c3cccnc3Cl)nn2)o1,95,98,102,101,91,91,86,104

# (continued)
SMILES,HOP-92,SK-MEL-5,SK-MEL-28,EKVX,UACC-62,UACC-257,A549/ATCC,M14
OCC(O)CS (stereo not drawn),nt,104,110,112,112,111,106,110
Cc1ccc(C(=O)N(CCCN)[C@@H](c2nc3cc(Cl)ccc3c(=O)n2Cc2ccccc2)C(C)C)cc1,-16*,-94*,-31*,-7.2*,-80*,-57*,-40*,-65*
CCc1c(C)c2cc3nc(-c4ccc(Cl)cc4)oc3c(C)c2oc1=O,89,112,102,87,83,79,76,102
Cc1cc(-n2cc(C)c(=O)[nH]c2=O)ccc1F,70,105,127,97,93,95,108,109
CC(=O)OC(C)C(=O)OCC1OC(OC(=O)C(C)OC(C)=O)C(OC(=O)C(C)OC(C)=O)C(OC(=O)C(C)OC(C)=O)C1OC(=O)C(C)OC(C)=O (stereo not drawn),117,99,112,98,106,108,105,101
CCNC(=O)CNC(=O)C(Cc1ccc([N+](=O)[O-])cc1)NC(=O)OC(C)(C)C (stereo not drawn),96,102,119,106,98,98,99,101
O=C(CSc1nccc(Nc2cccc3ccccc23)n1)c1ccc(Cl)cc1,82,98,106,77,70,109,88,86
CC(C)CCNC(=O)[C@@H](Cc1ccccc1)n1cccc(NC(=O)OCc2ccccc2)c1=O,92,90,88,94,87,101,93,111
N#C/C(=C(\CCCO)NC(CCC(=O)O)C(=O)O)c1nc2ccc(Br)cc2c(=O)[nH]1 (stereo not drawn),87,95,109,103,94,nt,109,98
COc1cc2c(c(O)c1OC)C(=O)NC1CCCC=C21 (stereo not drawn),84,99,109,70,82,108,80,102
COc1cc2oc(-c3cccc(C(=O)Nc4ccc(Br)cc4)c3)cc(=O)c2c(OC)c1OC,51,56,36,60,64,80,52,27
COc1ccc(C2C(c3nn[nH]n3)=C(N)Oc3c2ccc2ccccc32)cc1 (stereo not drawn),77,58,57,83,46,90,72,58
COc1cc2oc(-c3ccc(NC(=O)c4ccc(C#N)cc4)cc3)cc(=O)c2c(OC)c1OC,81,97,103,98,100,106,97,108
O=C1c2cc(I)ccc2Oc2cc([N+](=O)[O-])ccc2N1c1ccc(Br)cc1F,105,nt,113,96,88,97,90,94
COc1cc2c(cc1O)CC[C@@H]1[C@@H]2CC[C@]2(C)[C@@H](OCCN(C)C)CC[C@@H]12,49,nt,nt,65,nt,-18*,67,0.0*
Clc1ccc(C2=NN(c3ccccc3)[C@H](c3cn(-c4ccccc4)nc3-c3ccccc3)C2)cc1,nt,114,110,95,107,92,98,109
CC1(C)CC(=O)C2=C(C1)N(Cc1ccc(C(=O)O)cc1)C1=C(C(=O)CC(C)(C)C1)C2c1ccc(Br)cc1,nt,94,111,97,90,99,99,96
O=C(Nc1ccc(-c2ccc3c(c2)NC(=O)/C3=C\c2ccc[nH]2)cc1)Nc1cccc(Cl)c1,41,-46*,-4.2*,-20*,-36*,22,-3.3*,9.3*
NS(=O)(=O)c1ccc(Cn2c(=S)[nH]c3ccccc3c2=O)cc1,86,100,108,93,90,101,99,94
CC(=O)OCC1O[C@@H](OC(C)=O)[C@@H](NC(=O)NS(=O)(=O)c2ccc([N+](=O)[O-])cc2)C(OC(C)=O)[C@@H]1OC(C)=O (stereo partly drawn),103,101,108,104,97,114,111,106
Nc1cc(=O)[nH]n1S(=O)(=O)c1ccc(Cl)cc1,106,101,106,93,99,112,102,106
O=C1/C(=C/c2cccc(OCc3ccc(Cl)cc3Cl)c2)N=C2OCCCN12,108,95,95,97,69,90,89,94

# One compound at a time, as listed above. Order of screens: HOP-92	SK-MEL-5	SK-MEL-28	EKVX	UACC-62	UACC-257	A549/ATCC	M14
# O=C1/C(=C/c2cccc(OCc3ccc(Cl)cc3Cl)c2)N=C2OCCCN12 is listed with 108	95	95	97	69	90	89	94
# CC1(C)CC[C@]2(C(=O)O)CC[C@]3(C)C(=CC[C@@H]4[C@@]5(C)CC[C@H](O)[C@@](C)(C=O)[C@@H]5CC[C@]43C)[C@H]2C1 is listed with 77	100	101	48	93	108	56	97
# Cc1cccc2c1nc(N)c1c3ccccc3cn21 is listed with nt	87	114	59	88	111	93	105

# Looked up one by one from above:
SMILES,HOP-92,SK-MEL-5,SK-MEL-28,EKVX,UACC-62,UACC-257,A549/ATCC,M14
O=C(CSc1nccc(Nc2cccc3ccccc23)n1)c1ccc(Cl)cc1,82,98,106,77,70,109,88,86
COc1cc2oc(-c3cccc(C(=O)Nc4ccc(Br)cc4)c3)cc(=O)c2c(OC)c1OC,51,56,36,60,64,80,52,27

# Assay outcomes as filed in PubChem.
